Assay outcomes as filed in PubChem BioAssay.
tim10-1 inh = tim10-1 yeast growth inhibition; S. cerevisiae tim10-1 ts strain growth, BacTiter-Glo, 24 h; inhibition, % at 20 µM; actives 2.2% (n = 330,000); AID 463190;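 active = inhibition of at least 40%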;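 also: mutant grown at 25 °C; 0% = DMSO wells with yeast and 100% = wells holding no yeast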
APJ agonist = agonists of human APJ apelin receptor | P35414 | CHO-K1 APJ PathHunter beta-arrestin, luminescence; 0% DMSO wells, 100% apelin | activation, % at 20 µM | actives 0.11% (n = 330,000) | AID 2520;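 active = activation more than six SD over the plate average, tested at 20 µM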;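 also: 0% = DMSO alone and 100% = apelin-13 at 10 nM; some results filed as inactive read as strong as hits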
Target sequence (P35414 whole entry, looked up): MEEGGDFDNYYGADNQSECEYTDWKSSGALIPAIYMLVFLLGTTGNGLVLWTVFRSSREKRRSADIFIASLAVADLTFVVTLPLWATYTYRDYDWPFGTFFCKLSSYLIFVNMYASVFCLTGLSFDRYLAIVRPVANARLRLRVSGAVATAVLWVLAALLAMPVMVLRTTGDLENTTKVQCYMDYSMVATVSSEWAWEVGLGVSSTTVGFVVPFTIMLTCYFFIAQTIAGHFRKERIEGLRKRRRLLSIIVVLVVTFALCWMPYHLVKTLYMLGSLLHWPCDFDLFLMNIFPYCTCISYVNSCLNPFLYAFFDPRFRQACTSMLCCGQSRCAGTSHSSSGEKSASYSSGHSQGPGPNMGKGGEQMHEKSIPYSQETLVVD
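Test system: CHO-K1 APJ beta-arrestin complementation cell line. Amount: cell density 1000 per well. Controls: DMSO negative, 10 nM Apelin-13 positive. Signal: luminescent beta-gal fragment complementation, chemiluminescent substrate. Read-out basis: agonist-driven arrestin binding to APJ. Timing: compound stimulation 90 min at 25 °C, detection 60 min.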
tim23-1 inh = growth inhibitors of tim23-1 mutant yeast | actives 1.3% (n = 330,000) | inhibition, % at 20 µM | S. cerevisiae tim23-1 growth, BacTiter-Glo luminescence, 24 h | AID 463212;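 active = growth inhibition of the mutant yeast at or above 50%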;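 also: temperature-sensitive mutant grown at 25 °C; plate controls were DMSO-treated mutant yeast for no effect and medium wells lacking yeast for full effect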
TIM10 inh = TIM10 yeast growth inhibition. S. cerevisiae TIM10 strain growth, BacTiter-Glo luminescence, 24 h. inhibition, % at 10 µM. actives 1.4% (n = 330,000). AID 463195;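 active = inhibition of 40% or more at the single tested concentration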;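 also: wild-type TIM10 isogenic control strain grown at permissive 25 °C; 0% = DMSO yeast wells and 100% = minimal medium wells without yeast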
NALP3 yeast inh = NALP3 inhibition in yeast. AID 2825. actives 0.39% (n = 330,000). Yeast reconstituted NLRP3/ASC/caspase-1, beta-gal luminescence, 24 h. inhibition, % at 10 µM;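 active = inhibition of 50% or more; inactive = inhibition below 50%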;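 also: plate controls were induced DMSO wells for no effect and uninduced yeast grown without galactose for full effect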
MPTP block = blocks calcium-induced mitochondrial swelling; AID 602449; isolated mouse mitochondria, Ca2+ swelling absorbance, 30 min; actives 1.4% (n = 360,000); inhibition, % at 10 µM;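 active = inhibition of 50% or more, scaled per plate between neutral and stimulator controls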;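 also: 0% = DMSO wells given calcium and 100% = 1 mM EGTA wells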
APJ antagonist = blocks the human apelin receptor APJ; AID 2521; actives 0.32% (n = 330,000); CHO-K1 APJ beta-arrestin complementation, luminescence; P35414; inhibition, % at 20 µM;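 active = inhibition above about 40% at 20 µM, limit read from the data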;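 also: cells challenged with 10 nM apelin-13 agonist together with compound; plate controls were apelin-13 plus DMSO wells for no effect and DMSO wells lacking apelin-13 for full effect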
GRIN3A LBD mod = modulates the human NR3A ligand-binding domain | NR3A LBD differential scanning fluorimetry, Tm shift; 0% = protein alone, 100% = glycine-bound protein | Tm shift relative to glycine control, % at 25 µM | actives 2.5% (n = 340,000);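 active = melting temperature shift of at least 10% of the positive control shift, at one fixed dose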
beta cell repl = inducers of beta-cell replication in MIN6 cells; MIN6 cells proliferation, ATPlite luminescence, 48 h; cells starved in 0.2% serum; 100% = growth in 10% serum; AID 2380; proliferation, % at 10 µM; actives 0.29% (n = 330,000);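 active = compounds whose signal lies at least 3.5 SD above the mean of all wells on their plate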;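 also: 0% = DMSO-treated cells in low-serum medium and 100% = 10% serum control; some compounds called inactive have numbers as strong as hits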
Starred values were filed as active, the others as inactive.

entry	SMILES	tim10-1 inh	APJ agonist	tim23-1 inh	TIM10 inh	NALP3 yeast inh
1	CN(C)/C=N/c1ncc(-c2ncc(C(F)(F)F)cc2Cl)cn1	0	-4	-8	3	-5
2	Cc1ccccc1NC(=O)CSc1nnc(Cc2ccccc2)o1	8	6	42	3	16
3	CCOC(=O)C1CCCN(C(=O)c2cncc(Br)c2)C1 (centres undefined)	7	-3	5	-9	15
4	COC(=O)CCn1[nH]c(=O)c2ccccc2c1=O	9	-1	4	2	9
5	O=C(Nc1ccc2oc(=O)ccc2c1)c1ccc2ccccc2c1	10	0	6	-6	11
6	COC(=O)C1CCN(C(=O)c2ccc(Cl)c(S(=O)(=O)NCc3ccco3)c2)CC1	0	-5	-4	0	-6
7	Cc1cccc(NC(=S)N(CCN2CCOCC2)Cc2cc3cc4c(cc3[nH]c2=O)OCCO4)c1	-2	-2	29	11	17
8	CCOC(=O)C1=C(COC(=O)[C@@H]2CCCN2S(=O)(=O)c2ccc(C)cc2)NC(=O)NC1C (some centres undefined)	9	3	-4	10	6
9	CC(=O)c1cc(CN2CCN(Cc3ccc(C)cc3)C(CCO)C2)cs1 (centres undefined)	-6	-3	-13	4	8
10	COC(=O)c1cccc(NC(=O)CSc2nnc(C)n2C)c1	-9	-3	-9	-4	11
11	O=C(c1ccccc1)c1ccccc1NC(=O)C1CCCN1Cc1ccccc1 (centres undefined)	11	-5	35	3	6
12	CCOc1ccc(CN(C)C(=O)c2ccc(NS(=O)(=O)c3ccc4[nH]c(=O)[nH]c4c3)cc2)cc1	6	0	2	3	14
13	COc1ccccc1NC(=S)N1CCN(C(=O)c2ccco2)CC1	10	-1	15	1	1
14	Cc1ccccc1OCC(=O)Nc1nnc(-c2ccco2)s1	-11	-2	-3	-16	15
15	O=C(O)c1ccc2oc(=O)c(S(=O)(=O)c3ccc(F)cc3)cc2c1	13	-1	13	-6	7

entry	MPTP block	APJ antagonist	GRIN3A LBD mod	beta cell repl
1	0.2	0	0	0
2	-4.7	15	0	-4
3	-0.9	0	-4	-2
4	-0.7	-10	-2	2
5	-0.3	7	34*	-2
6	-0.7	-4	1	-5
7	0.2	8	-1	-3
8	-2.0	-3	-5	0
9	1.7	6	5	-2
10	1.2	-16	-1	4
11	2.5	2	1	-3
12	-2.7	6	-4	-4
13	2.0	-7	-1	1
14	3.0	-9	-4	0
15	0.0	20	0	-4

(continued)
entry	SMILES	tim10-1 inh	APJ agonist	tim23-1 inh	TIM10 inh	NALP3 yeast inh
16	NC(=O)COc1ccc(/C=N/NS(=O)(=O)c2ccccc2)cc1	2	0	-4	3	2
17	Cc1ccc(C(C(=O)NC2CCCCC2)N2CCC3(CC2)OCCO3)cc1 (centres undefined)	21	-4	26	22	-2
18	CC(C)c1ccc(NC(=O)c2cc(S(=O)(=O)N3CCCCC3)c[nH]2)cc1	0	-4	9	-10	12
19	Cc1nn(C(C)C(=O)NCCC2=CCCCC2)c(=O)c2nn(-c3ccccc3)c(C)c12 (centres undefined)	39	-2	24	16	-5
20	S=C(Nc1cc(Cl)cc(Cl)c1)N1CCN(c2ccccn2)CC1	12	-3	6	7	28
21	Cc1ccc(C)c(CSc2ncccc2C(=O)O)c1	7	1	7	1	15
22	CCc1nnc(NC(=O)CSc2nnc(CNC(=O)c3ccc(OC)c(OC)c3)o2)s1	5	-1	-6	8	4
23	CCNC(=O)CN(C1CCCCC1)S(C)(=O)=O	9	5	8	4	9
24	O=C(C1CC1)N1CCN=C1SCc1ccc(Cl)cc1	24	-3	15	14	29
25	CCOC(=O)C1=C(C)N(Cc2ccccc2)C(=O)NC1c1ccccc1OS(=O)(=O)c1ccccc1[N+](=O)[O-] (centres undefined)	23	11	32	20	7
26	Cc1ccccc1NC(=O)N(C(C)C)C(C)C	10	-5	7	7	12
27	Cc1ccc(S(=O)(=O)N2CCC(C(=O)NCC3CCCO3)CC2)cc1 (centres undefined)	-1	-5	12	-9	-10
28	O=C(COC(=O)CNC(=O)c1ccccc1F)Nc1ccc(Cl)cn1	-12	-2	-8	-3	8
29	CC(SC1=NCCS1)C(=O)Nc1nnc(-c2ccc(Cl)cc2)s1 (centres undefined)	-9	3	17	-20	32
30	O=C(c1ccccc1)N1CCN(CCc2ccccn2)CC1	-11	-3	1	6	14

entry	MPTP block	APJ antagonist	GRIN3A LBD mod	beta cell repl
16	-1.2	-6	0	0
17	-0.5	-6	0	1
18	-0.8	-58	-1	-3
19	1.9	7	2	12*
20	0.3	5	0	-6
21	-0.5	-23	-1	0
22	-0.6	-6	0	-1
23	1.0	2	0	0
24	1.3	-7	12*	3
25	-1.9	-39	1	-8
26	-0.5	11	0	-1
27	-3.0	-11	-1	3
28	-1.4	3	0	-3
29	1.3	18	-4	-1
30	-0.2	-2	-5	-1

(further entries)
entry	SMILES	tim10-1 inh	APJ agonist	tim23-1 inh	TIM10 inh	NALP3 yeast inh
31	O=C(c1ccc(Cl)cc1)c1cnc2ccccn12	15	1	-8	2	25
32	O=c1c2ccccc2nc(/C=C/c2ccc([N+](=O)[O-])cc2)n1CCCO	6	3	5	5	-4
33	COCCNC(=O)c1ccccc1NS(=O)(=O)c1ccc(Br)s1	19	-2	25	18	-16
34	C/C(=N\NC(=O)c1ccc(O)cc1)c1cc2ccccc2o1	4	-2	11	10	-14
35	NS(=O)(=O)c1cccc(NC(=O)CC(NC(=O)c2ccccc2Cl)c2ccccc2)c1 (centres undefined)	35	0	20	-4	12
36	O=C(c1cc2c(s1)CCC2)N1C(=O)c2ccccc2S1(=O)=O	-9	0	9	-1	0
37	O=C(c1ccco1)N1CCN(CC(O)COc2ccc3oc4ccccc4c3c2)CC1 (centres undefined)	35	0	32	21	18
38	O=C(Cc1ccc(Cl)cc1)NCCc1cnc[nH]1	-7	-4	5	-1	17
39	CCCCc1ccc(S(=O)(=O)Nc2nnc(C)s2)cc1	3	0	9	-2	21
40	O=C(O)CCNc1nc(-c2ccccc2)nc2ccccc12	6	-3	13	3	7
41	O=C(Cc1ccc(F)cc1)Nc1cccc(-c2cn3c(n2)SCC3)c1	28	0	15	10	-10
42	O=c1[nH]c2sc3c(c2c(=O)n1Cc1ccccc1)CCC3	11	-4	9	12	22
43	CCN1C(C#N)=C(C#N)N=C(C)CC1(C)C	7	-1	-1	1	-9
44	COc1ccc(CN2CCN(Cc3ccc4ccccc4c3)CC2)cc1OC	-28	0	4	-3	25
45	COc1ccc(CCNC(=O)CNS(=O)(=O)c2ccc(Br)s2)cc1OC	5	-2	11	6	8

entry	MPTP block	APJ antagonist	GRIN3A LBD mod	beta cell repl
31	-0.5	-5	1	-1
32	0.4	-16	-9	3
33	-0.1	-8	2	-2
34	-1.1	-3	-2	-3
35	-1.1	-43	1	-2
36	0.1	8	0	1
37	1.3	-9	-2	-4
38	-0.4	11	2	-1
39	-0.3	7	6	-1
40	1.2	4	3	-2
41	0.4	-9	-4	0
42	1.9	-1	2	-1
43	-0.4	6	0	-1
44	-0.2	8	0	-2
45	1.3	15	0	0

Single records, from the list above. Screens in order: tim10-1 inh	APJ agonist	tim23-1 inh	TIM10 inh	NALP3 yeast inh	MPTP block	APJ antagonist	GRIN3A LBD mod	beta cell repl
O=C(c1cc2c(s1)CCC2)N1C(=O)c2ccccc2S1(=O)=O in the list: -9	0	9	-1	0	0.1	8	0	1
O=c1c2ccccc2nc(/C=C/c2ccc([N+](=O)[O-])cc2)n1CCCO in the list: 6	3	5	5	-4	0.4	-16	-9	3

Further results follow.
entry	SMILES	tim10-1 inh	APJ agonist	tim23-1 inh	TIM10 inh	NALP3 yeast inh
46	C=C(C)C1Cc2cc3ccc(=O)oc3cc2O1 (centres undefined)	-3	0	4	4	34
47	Cc1ccc(S(=O)(=O)N2CCCCC2)cc1NC(=O)Cn1cnc2c1c(=O)n(C)c(=O)n2C	-9	-2	29	-3	-6
48	O=C(Nc1ccc(Nc2ccccc2)cc1)c1ccc(Cl)cc1Cl	-12	2	5	-13	25
49	COc1ccc(S(=O)(=O)N2CCCCC2)cc1NC(=O)c1ccc(N2CCCC2=O)cc1	4	0	16	8	7
50	O=C(CSc1nc(-c2ccccc2)c(-c2ccccc2)[nH]1)NCc1ccco1	16	-3	0	20	-51
51	CS(=O)(=O)N(Cc1ccccc1)c1ccc(C(=O)N2CCN(c3cccc(Cl)c3)CC2)cc1	38	-2	23	31	12
52	CCOC(=O)c1coc(CNC(=O)c2c(C)oc3c2CCCC3)c1	10	2	-2	-10	3
53	O=C(c1ccccc1Cl)N1CCN(c2ncccn2)CC1	21	-1	1	-10	19
54	Brc1ccc(NCc2cccc3ccccc23)nc1	29	-5	28	27	7
55	CCC(=O)NC(c1ccco1)c1cc(Cl)c2ccccc2c1O (centres undefined)	26	3	42	26	8
56	Cc1ccc(-c2onc3ccc(C4(C)OCCO4)cc23)cc1	24	3	16	20	-26
57	COc1cccc(-n2nnc3c(=O)n(CC(=O)Nc4ccccc4C)cnc32)c1	-10	-4	-16	-26	2
58	Cc1[nH]c2ccccc2c1-c1nc2ccccc2[nH]1	5	-3	16	30	0
59	CCCCC(c1nnnn1CCOC)N1CCN(C)CC1 (centres undefined)	2	-8	-4	-9	9
60	C/C(=N/Nc1ncc(Br)cn1)c1ccc(Br)cc1	-7	-1	10	1	55*

entry	MPTP block	APJ antagonist	GRIN3A LBD mod	beta cell repl
46	-0.3	-6	8	-2
47	1.5	7	1	-2
48	6.3	-5	8	-4
49	-2.7	11	2	1
50	1.4	-5	-3	1
51	0.7	8	-5	-4
52	4.3	4	0	3
53	1.4	0	-2	-2
54	2.1	-12	-8	-1
55	2.5	-3	-14	-3
56	1.0	-9	4	0
57	1.4	10	-4	-2
58	-0.8	1	8	-1
59	3.2	-3	1	2
60	-0.2	7	-13	-1

Compounds above that have an NH in an aromatic ring (8):
entry	SMILES	tim10-1 inh	APJ agonist	tim23-1 inh	TIM10 inh	NALP3 yeast inh
4	COC(=O)CCn1[nH]c(=O)c2ccccc2c1=O	9	-1	4	2	9
7	Cc1cccc(NC(=S)N(CCN2CCOCC2)Cc2cc3cc4c(cc3[nH]c2=O)OCCO4)c1	-2	-2	29	11	17
12	CCOc1ccc(CN(C)C(=O)c2ccc(NS(=O)(=O)c3ccc4[nH]c(=O)[nH]c4c3)cc2)cc1	6	0	2	3	14
18	CC(C)c1ccc(NC(=O)c2cc(S(=O)(=O)N3CCCCC3)c[nH]2)cc1	0	-4	9	-10	12
38	O=C(Cc1ccc(Cl)cc1)NCCc1cnc[nH]1	-7	-4	5	-1	17
42	O=c1[nH]c2sc3c(c2c(=O)n1Cc1ccccc1)CCC3	11	-4	9	12	22
50	O=C(CSc1nc(-c2ccccc2)c(-c2ccccc2)[nH]1)NCc1ccco1	16	-3	0	20	-51
58	Cc1[nH]c2ccccc2c1-c1nc2ccccc2[nH]1	5	-3	16	30	0

entry	MPTP block	APJ antagonist	GRIN3A LBD mod	beta cell repl
4	-0.7	-10	-2	2
7	0.2	8	-1	-3
12	-2.7	6	-4	-4
18	-0.8	-58	-1	-3
38	-0.4	11	2	-1
42	1.9	-1	2	-1
50	1.4	-5	-3	1
58	-0.8	1	8	-1
